Growth percent in the NCI-60 one-dose screen (48 h, 10 µM unless noted): 100 = growth as untreated, 0 = no growth, -100 = all killed.
PC-3 = PC-3 prostate cancer cells; 80,000 compounds, 3.9% hits; AID 1794754
DU-145 = DU-145 prostate cancer. 81,000 compounds, 4.2% hits
SF-268 = SF-268 CNS cancer cells; 82,000 compounds, 3.1% hits
UO-31 = UO-31 renal cancer; 81,000 compounds, 5.2% hits
SF-539 = SF-539 CNS cancer | 81,000 compounds, 6.8% hits
SF-295 = SF-295 CNS cancer cells | 79,000 compounds, 5.6% hits
786-0 = 786-0 renal cancer cells; AID 1794775; 81,000 compounds, 5.1% hits
U251 = U251 CNS tumor cells | 80,000 compounds, 5.4% hits | AID 1794753
SN12C = SN12C renal cancer cells; 81,000 compounds, 3.8% hits; AID 1794767
The depositor's hits bear a star; nt = no result given. Rule for the calls: active = growth percent below 10; inactive = the rest. Not a hit list; any-hit rate near 9.4%.

SMILES	PC-3	DU-145	SF-268	UO-31	SF-539	SF-295	786-0	U251	SN12C
CC(=O)c1ccc(S(=O)(=O)NCCNc2nc(Nc3ccc(F)cc3)nc(N(C)C)n2)cc1	107.7	110.5	101.6	92.7	100.1	95.5	106.9	105.7	98.5
CCN1CCN(C(=S)SCC(=O)Nc2nc3ccc(Cl)cc3s2)CC1	78.0	101.7	88.7	64.4	107.9	103.0	96.8	94.9	90.7
Cc1cccc2c1C(Br)=C1CCCN3C(=O)c4ccccc4C123 (stereo unspecified)	67.3	107.9	85.0	76.2	97.8	90.3	89.5	98.1	89.3
O=C(CCCCC(=O)OCC1COCO1)OCC1COCO1 (stereo unspecified)	83.6	120.0	105.2	96.6	94.8	104.8	99.2	92.9	99.5
O=C(CSc1nnc2n(Cc3ccccc3)c(=O)c3c4c(sc3n12)CCCC4)N1CCN(c2ccccc2)CC1	74.1	98.6	91.7	76.4	98.1	101.7	100.6	93.9	94.7
O=C1CCc2ccccc2C1	79.3	105.2	104.3	62.8	108.7	90.9	97.2	98.6	98.4
O=C(Cn1c(Cc2cccc3ccccc23)nc2ccccc21)N/N=C/c1ccccc1O	86.6	107.6	96.2	63.2	99.5	105.2	102.9	99.3	96.1
Brc1ccc(-n2cc(-c3nn[nH]n3)c(-c3cccs3)n2)cc1	98.9	107.3	100.0	63.7	96.0	95.3	96.6	93.0	88.9
O=Cc1ccc(-n2cc(Cc3ccccc3Cc3cn(-c4ccc(C=O)cc4)nn3)nn2)cc1	93.2	108.3	99.0	86.1	102.0	96.8	97.8	95.3	102.0
CC(C(=O)O)N1CCN(c2ccccc2Cl)CC1 (stereo unspecified)	101.5	112.8	106.0	76.3	101.0	108.1	95.7	104.8	102.3
S=C(N/N=C/c1ccc(Cl)cc1Cl)Nc1cccc2ccccc12	93.9	122.6	112.4	74.9	111.6	93.3	103.7	104.3	90.3
Cc1cc2c(cc1C)NC1=C(N2)OC(c2cccc(O)c2)C1=O (stereo unspecified)	85.2	110.5	103.7	68.0	92.1	101.4	106.2	101.2	97.0
COC1=C[C@]23CCCN2CCc2cc4c(cc2[C@@H]3[C@@H]1OC(=O)[C@H](C)O)OCO4	99.6	90.8	98.7	90.0	91.9	98.5	88.6	90.7	92.6
C=C1CCC2C(C)(CO)C(O)CCC2(C)C1CC(NCc1cccc(Cl)c1)C1=CCOC1=O (stereo unspecified)	86.9	103.0	92.1	80.3	96.5	101.2	99.8	97.7	95.0
O=C1Nc2ccccc2/C1=C\c1c[nH]c2ccc(Br)cc12	70.8	89.7	62.2	46.0	83.1	108.8	109.0	85.0	84.9
Cc1ncc([N+](=O)[O-])n1CCOc1ccc(C(=O)/C=C/c2ccc(C(F)(F)F)cc2)cc1	50.6	56.4	77.4	40.6	57.5	73.8	63.3	51.7	77.9
CCCCn1c(C)nc2cc(Nc3nc(N4CCN(C)CC4)nc4nc[nH]c34)ccc21	95.1	105.0	100.7	90.7	104.3	102.8	103.5	96.2	104.2
CCc1cccc2c3c(sc12)C(c1ccc(Cl)cc1)c1c(nc(-c2ccc(OC)cc2)[nH]c1=O)O3 (stereo unspecified)	58.7	98.5	76.5	62.9	64.2	93.0	89.0	69.9	78.2
CCCS(=O)(=O)N1CCCC(C(=O)Nc2nc3ccc(NC(=O)c4ccc(F)c(OC)c4F)cc3s2)C1 (stereo unspecified)	37.3	72.7	56.9	38.8	47.2	23.0	37.6	51.5	65.5
O=C1/C(=C/c2ccccc2)CCC/C1=C\c1ccccc1	88.9	90.0	86.9	88.1	111.2	91.8	87.7	66.2	93.2
CCN(CC)CCOC(=O)c1ccc(N)cc1O	100.6	97.8	97.9	80.3	100.4	96.5	109.3	97.8	103.1
NS(=O)(=O)c1ccc(C(=O)N=Nc2c(O)[nH]c3ccc(F)cc23)cc1	99.1	105.4	92.4	80.1	97.2	98.2	102.5	96.4	102.5
Nc1ccc([N+](=O)[O-])cc1F	96.1	115.8	111.9	88.8	94.6	97.7	94.8	105.9	102.7
Cn1c(=O)c2[nH]c(C3CCC3)nc2n(C)c1=O	95.2	107.9	101.5	108.1	118.0	118.9	100.9	101.5	95.5
O=C(Nc1ccc(CN2CCc3nc4cc(O)c(O)cc4cc32)cc1)c1ccc(Cl)c(C(F)(F)F)c1	94.9	113.9	105.6	72.1	104.9	98.8	107.5	106.6	101.5
COc1ccc(CN2CCc3c(Nc4ccccc4)nc(N)nc3C2=O)c(OC)c1	90.1	101.5	91.0	53.8	54.9	54.4	76.4	81.5	77.6
CC(=O)Oc1cc(C)c2sc(=O)[nH]c2n1	93.2	102.2	73.5	87.5	100.8	99.3	96.5	84.0	95.7
COc1cccc(NC(=O)Cn2cc(CN3CCN(c4ccnc5cc(Cl)ccc45)CC3)nn2)c1	67.4	103.6	84.7	62.0	87.7	87.5	99.2	96.3	92.1
CC1Cc2c(NCc3ccccc3)ncnc2N2CCCc3cccc1c32 (stereo unspecified)	70.9	101.7	100.7	72.1	105.4	100.6	89.2	101.5	98.0
Nc1n[nH]c2cccc(C#Cc3cccc(C(=O)Nc4cc(C(F)(F)F)cc(C(F)(F)F)c4)c3)c12	33.0	91.5	68.8	42.5	53.3	77.9	102.8	84.0	61.1
CC(=O)OC1CCC2(C)C3CCC4(C)C(CCC45OC5(C)OC(C)=O)C3CC3OC32C1 (stereo unspecified)	96.6	112.9	126.2	94.3	106.6	89.1	101.2	81.7	101.0
CC(=O)OCCC(C)CCC=C(C)C (stereo unspecified)	92.3	106.6	97.2	88.0	99.1	106.3	108.0	101.5	101.0
N=c1c(S(=O)(=O)c2ccccc2)cc2c(=O)n3ccccc3nc2n1Cc1cccnc1	101.3	108.5	94.7	70.2	99.1	103.8	100.5	105.9	98.2
COc1ccc2nc3cc(Cl)ccc3c(NCCNc3c4ccc(Cl)cc4nc4ccc(OC)cc34)c2c1	-63.0*	-95.4*	-82.6*	-90.3*	-85.5*	-93.2*	-88.0*	-84.0*	-89.6*
c1ccc(CCN2CCC(COC(c3ccccc3)c3ccccc3)C2)cc1 (stereo unspecified)	66.4	77.3	80.5	45.4	89.7	73.1	69.4	66.6	80.8
COC(=O)CCC[C@@H](C)[C@H]1CC[C@H]2[C@@H]3CC[C@@H]4CNC(=O)CC[C@]4(C)[C@H]3CC[C@]12C	84.2	104.7	102.8	67.9	91.1	99.3	99.5	99.8	91.8
CSc1n[nH]c2nc(-c3ccc(C)cc3)[nH]c(=O)c12	106.7	119.5	109.4	90.1	93.5	96.1	97.3	105.6	97.1
COc1ccc(-c2nc(SC(C)C)nc(NNC(N)=O)c2C#N)cc1	75.9	94.2	84.9	68.2	85.1	88.7	95.5	93.5	83.9
C[C@@H](Oc1cc(-c2cnn(C3CCNCC3)c2)cnc1N)c1c(Cl)ccc(F)c1Cl	-5.5*	-0.1*	1.7*	-73.4*	-95.5*	-72.1*	-74.7*	-71.9*	-41.0*
CN1CCCN(Cc2ccc(C(=O)Nc3cccc(Nc4ccc5c(O)cccc5n4)c3)cc2C(F)(F)F)CC1	2.2*	-44.5*	-55.6*	-56.1*	-98.3*	-91.0*	-74.8*	-65.7*	-86.1*
Nc1ccc2c(S(=O)(=O)O)cccc2c1S(=O)(=O)O	94.3	109.5	100.1	80.0	107.7	107.9	115.8	107.6	94.2
S=C(Nc1ccccc1)Nc1ccc(OCc2nc3ccc(Cl)cc3[nH]2)cc1	77.8	96.4	92.1	70.3	88.8	93.7	94.5	82.6	78.8
COc1ccc(/C(=C\c2ccc3c(c2)OCO3)C(=O)Nc2nc3ccc(F)cc3s2)cc1	100.2	106.1	89.3	87.8	107.2	nt	93.0	100.3	99.2
Nc1ccc2c(c1)C(=O)c1ccc(N)cc1-2	96.9	113.9	111.8	77.7	121.1	112.1	110.4	101.2	97.4
Nc1nc(Cl)nc2c1ncn2C1OCC(O)C(O)C1O (stereo unspecified)	99.0	nt	nt	85.5	98.8	106.8	98.7	121.7	97.6
Clc1ccc(C2=NN(c3ccc(Cl)cc3)C(c3cccc(Nc4ccnc5cc(Cl)ccc45)c3)C2)cc1 (stereo unspecified)	65.7	96.2	84.3	50.7	96.5	88.6	85.3	76.8	77.7
COc1ccc(-c2nc(SCc3nc4ccccc4[nH]3)nc(Nc3ccc(C(=O)O)cc3)c2C#N)cc1	95.5	110.2	103.8	89.9	105.8	107.5	106.5	93.2	97.6
O=C(Nc1ccccc1)Nc1ccccn1	nt	115.9	102.8	95.4	101.5	109.2	100.8	100.0	101.4
Cc1cc(=O)oc2cc(OCCOc3ccc(/C=C/C(=O)Nc4ccc([N+](=O)[O-])cc4)cc3)ccc12	97.2	104.1	99.7	96.2	97.6	94.2	105.6	93.4	95.1
CN1CCN(c2ccncc2S(=O)(=O)N2CCCC2)CC1	87.7	106.1	98.4	101.5	90.7	100.6	101.9	94.2	109.5
CCOC(=O)c1c(NC(=O)c2cccc(C(F)(F)F)c2)sc2c1CCC(=O)C2	3.6*	94.8	27.7	7.7*	-9.5*	24.3	98.4	3.8*	42.9
c1ccc(-c2nn[nH]n2)cc1	95.2	112.0	106.6	101.9	99.6	113.6	nt	106.6	109.0
COC1=CC(=O)OC(/C=C/c2ccccc2)(OC)C1=O (stereo unspecified)	106.7	110.2	97.9	88.1	100.7	100.1	104.3	99.4	102.6
CC(C)/C1=N/NC(=O)CCCCC(=O)N/N=C(/C(C)C)CC[C@@H](C)CCOC(=O)c2cccc(n2)C(=O)OCC[C@H](C)CC1	101.4	102.0	88.8	85.9	98.0	96.7	95.0	96.1	97.9
COc1ccc(Nc2n[nH]c(N)c2C(N)=O)c(OC)c1	92.0	109.5	97.7	86.7	106.3	101.3	93.8	101.5	99.3
CC(=O)N1c2ccccc2C=CC1C#N (stereo unspecified)	87.5	108.3	101.6	55.3	102.6	82.5	92.6	98.8	99.4
CCC(C)(c1cc(C(C)(C)C)c(O)c(C(C)(C)C)c1)c1cc(C(C)(C)C)c(O)c(C(C)(C)C)c1	100.6	100.8	95.4	92.2	104.9	96.6	99.2	98.6	101.2
O=[N+]([O-])c1ccccc1NCSc1ccc(Cl)cc1	56.2	101.7	84.2	68.3	106.6	77.4	87.6	85.8	72.0
CN(C)c1ccc(-c2cc(-c3cccc(OCC(=O)O)c3)[nH]c(=O)c2C#N)cc1	103.5	106.4	106.9	88.7	96.8	96.9	88.7	101.5	100.1
COc1cc2c(c(OC)c1OC)C(=O)CC(c1cccc(C(=O)Nc3cccc(F)c3)c1)O2 (stereo unspecified)	40.2	84.7	81.0	61.2	88.1	70.0	93.7	88.2	77.8

Reformatted with values under each structure: 8 of the compounds above
Screens in order – PC-3, DU-145, SF-268, UO-31, SF-539, SF-295, 786-0, U251, SN12C
Nc1ccc2c(S(=O)(=O)O)cccc2c1S(=O)(=O)O
→ 94.3, 109.5, 100.1, 80.0, 107.7, 107.9, 115.8, 107.6, 94.2
S=C(Nc1ccccc1)Nc1ccc(OCc2nc3ccc(Cl)cc3[nH]2)cc1
→ 77.8, 96.4, 92.1, 70.3, 88.8, 93.7, 94.5, 82.6, 78.8
COc1ccc(/C(=C\c2ccc3c(c2)OCO3)C(=O)Nc2nc3ccc(F)cc3s2)cc1
→ 100.2, 106.1, 89.3, 87.8, 107.2, nt, 93.0, 100.3, 99.2
Nc1ccc2c(c1)C(=O)c1ccc(N)cc1-2
→ 96.9, 113.9, 111.8, 77.7, 121.1, 112.1, 110.4, 101.2, 97.4
Nc1nc(Cl)nc2c1ncn2C1OCC(O)C(O)C1O (stereo unspecified)
→ 99.0, nt, nt, 85.5, 98.8, 106.8, 98.7, 121.7, 97.6
Clc1ccc(C2=NN(c3ccc(Cl)cc3)C(c3cccc(Nc4ccnc5cc(Cl)ccc45)c3)C2)cc1 (stereo unspecified)
→ 65.7, 96.2, 84.3, 50.7, 96.5, 88.6, 85.3, 76.8, 77.7
COc1ccc(-c2nc(SCc3nc4ccccc4[nH]3)nc(Nc3ccc(C(=O)O)cc3)c2C#N)cc1
→ 95.5, 110.2, 103.8, 89.9, 105.8, 107.5, 106.5, 93.2, 97.6
O=C(Nc1ccccc1)Nc1ccccn1
→ nt, 115.9, 102.8, 95.4, 101.5, 109.2, 100.8, 100.0, 101.4

(continued)
SMILES	PC-3	DU-145	SF-268	UO-31	SF-539	SF-295	786-0	U251	SN12C
CCOC(=O)c1sc(/N=C2\NC(=O)/C(=C/c3ccc(-n4ccnc4C)cc3)S2)nc1C	94.9	84.0	97.7	68.8	105.5	82.6	86.2	98.4	87.5
CNC(=O)NCC1OC(n2cnc3c(NC(=O)Nc4ccccc4)ncnc32)C(O[Si](C)(C)C(C)(C)C)C1CC(=O)N(C)OC (stereo unspecified)	-20.8*	25.3	33.2	-6.8*	0.1*	-41.2*	47.4	-15.2*	16.8
C=CC1=C(C)C2=NC1=CC1=NC(=CC3=C(C)C4=C(O)C(C(=O)O)C(=C5NC(=C2)C(C)C5CCC(=O)O)C4=N3)C(CC)=C1C (stereo unspecified)	89.3	113.4	107.0	73.6	106.3	116.0	112.7	124.0	100.8
COc1ccc(/C=c2\c(=O)n(-c3ccccc3)c3nn4c(n23)=NNC42CCCCC2)cc1	90.1	106.5	92.0	63.2	101.9	nt	105.7	102.9	98.5
O=c1n(CCCn2cnn(-c3ccccc3)c2=O)cnn1-c1ccccc1	90.9	111.3	94.6	73.5	99.0	99.2	100.2	98.7	99.8
CN1C(=O)/C(=C/c2nc(-c3ccccc3)n3ccccc23)c2ccccc21	87.6	92.7	92.2	65.4	87.7	77.6	91.2	97.5	90.6
Cc1cc(C)c(S(=O)(=O)N2CCN(c3cc4c(cc3F)c(=O)c(C(=O)O)cn4C3CC3)CC2)c(C)c1	67.9	71.4	56.7	16.1	46.5	33.3	75.6	19.7	13.9

High-throughput results deposited in PubChem by NCI.
